SW480 rerep: DNA re-replication induction in SW480 cells | SW480 DNA re-replication, Hoechst DNA content imaging, 48 h | Potency, µM (doses to about 46.1 µM), for inactives: top-dose re-replication activation, usual class: activators | actives 1.8% (n = 340,000) | AID 624297; further: potency means the concentration at half of the fitted maximal effect; % of control where 0% means no effect; nearly all actives have a fitted effect of over 55% in size
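Treated cells incubate 48 hr (37 C, 5% CO2), are stained 40 min with Hoechst, and nuclear fluorescence is enumerated; a rise in nuclei with high DNA signal marks re-replication.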
IL1B secr inh: inflammasome signaling inhibition, IL-1 beta readout. actives 4.7% (n = 360,000). activity change, % at 57.5 µM. THP-1 LPS/ATP IL-1B secretion, AlphaLISA, 16 h; active compounds read low; in the data active means activity change below about -50%; inconclusive means mostly about -30% to -49%; further: on the % scale 0 is the no-effect control and ±100 the full control effect
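Secreted IL-1B measured by AlphaLISA bead assay after 16 h compound exposure of THP-1 cells; compounds (final up to 57.5 uM) added 1 h before LPS (250 ng/mL) and ATP (1.25 mM) stimulation; lower signal means less secretion.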
HT1080 IDH1KD tx: toxicity to HT-1080 IDH1 knockdown cells (counter line); HT-1080 IDH1 knockdown viability, ATP luminescence, 48 h; Potency, µM (doses to about 46.1 µM), for the others: at the highest dose activity, negative = toxicity, most hits filed as cytotoxic; actives 2% (n = 360,000);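 further: potency means the concentration at half of the fitted maximal effect; 0% = DMSO wells and -100% = cell-free medium wells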
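% activity derives from luminescence (CellTiter-Glo), normalised to DMSO and no-cell wells. HT-1080-IDH1KD cells, 750/well, had 48 h compound exposure at 37 °C.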
MCF10A rerep: inducers of DNA re-replication in MCF 10A breast cells | actives 2.9% (n = 350,000) | Potency, µM (doses to about 46.1 µM), without a hit: top-dose activity, positive = re-replication, most hits filed as activators | MCF 10A DNA re-replication, Hoechst nuclear intensity, 48 h | AID 624296; further: potency means the concentration at half of the fitted maximal effect; % of control where 0% means no effect; nearly all actives have a fitted effect of over 50% in size
ATXN2 expr inh: inhibitors of ATXN2 expression. Potency, µM (titrated, usually from 57 µM), inactives show at the highest dose activity change, negative = inhibition, most hits filed as inhibitors. AID 1745845. HEK-293 ATXN2-luciferase reporter, luminescence, 24 h. actives 0.72% (n = 360,000); further: potency means the concentration at half of the fitted maximal effect; on the % scale 0 is the no-effect control and ±100 the full control effect; nearly all actives have a fitted effect of over 55% in size
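ATXN2-luciferase reporter cells (luciferase flanked by upstream and downstream ATXN2 gene portions) were treated 24 h at 37 °C with compounds at up to 57 uM. SteadyGlo luminescence gave expression; GF-AFC fluorescence gave viability.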
WRN inhibitor: WRN helicase (human) inhibition; Q14191; WRN helicase unwinding, fluorescent forked duplex, kinetic; Potency, µM (top dose mostly 114 µM), inactives show at the top dose activity change, negative = inhibition, actives largely listed as inhibitors; actives 0.46% (n = 360,000); further: potency means the concentration at half of the fitted maximal effect; on the % scale 0 is the no-effect control and ±100 the full control effect; nearly all actives have a fitted effect of over 55% in size
Target sequence (Q14191 whole entry, looked up): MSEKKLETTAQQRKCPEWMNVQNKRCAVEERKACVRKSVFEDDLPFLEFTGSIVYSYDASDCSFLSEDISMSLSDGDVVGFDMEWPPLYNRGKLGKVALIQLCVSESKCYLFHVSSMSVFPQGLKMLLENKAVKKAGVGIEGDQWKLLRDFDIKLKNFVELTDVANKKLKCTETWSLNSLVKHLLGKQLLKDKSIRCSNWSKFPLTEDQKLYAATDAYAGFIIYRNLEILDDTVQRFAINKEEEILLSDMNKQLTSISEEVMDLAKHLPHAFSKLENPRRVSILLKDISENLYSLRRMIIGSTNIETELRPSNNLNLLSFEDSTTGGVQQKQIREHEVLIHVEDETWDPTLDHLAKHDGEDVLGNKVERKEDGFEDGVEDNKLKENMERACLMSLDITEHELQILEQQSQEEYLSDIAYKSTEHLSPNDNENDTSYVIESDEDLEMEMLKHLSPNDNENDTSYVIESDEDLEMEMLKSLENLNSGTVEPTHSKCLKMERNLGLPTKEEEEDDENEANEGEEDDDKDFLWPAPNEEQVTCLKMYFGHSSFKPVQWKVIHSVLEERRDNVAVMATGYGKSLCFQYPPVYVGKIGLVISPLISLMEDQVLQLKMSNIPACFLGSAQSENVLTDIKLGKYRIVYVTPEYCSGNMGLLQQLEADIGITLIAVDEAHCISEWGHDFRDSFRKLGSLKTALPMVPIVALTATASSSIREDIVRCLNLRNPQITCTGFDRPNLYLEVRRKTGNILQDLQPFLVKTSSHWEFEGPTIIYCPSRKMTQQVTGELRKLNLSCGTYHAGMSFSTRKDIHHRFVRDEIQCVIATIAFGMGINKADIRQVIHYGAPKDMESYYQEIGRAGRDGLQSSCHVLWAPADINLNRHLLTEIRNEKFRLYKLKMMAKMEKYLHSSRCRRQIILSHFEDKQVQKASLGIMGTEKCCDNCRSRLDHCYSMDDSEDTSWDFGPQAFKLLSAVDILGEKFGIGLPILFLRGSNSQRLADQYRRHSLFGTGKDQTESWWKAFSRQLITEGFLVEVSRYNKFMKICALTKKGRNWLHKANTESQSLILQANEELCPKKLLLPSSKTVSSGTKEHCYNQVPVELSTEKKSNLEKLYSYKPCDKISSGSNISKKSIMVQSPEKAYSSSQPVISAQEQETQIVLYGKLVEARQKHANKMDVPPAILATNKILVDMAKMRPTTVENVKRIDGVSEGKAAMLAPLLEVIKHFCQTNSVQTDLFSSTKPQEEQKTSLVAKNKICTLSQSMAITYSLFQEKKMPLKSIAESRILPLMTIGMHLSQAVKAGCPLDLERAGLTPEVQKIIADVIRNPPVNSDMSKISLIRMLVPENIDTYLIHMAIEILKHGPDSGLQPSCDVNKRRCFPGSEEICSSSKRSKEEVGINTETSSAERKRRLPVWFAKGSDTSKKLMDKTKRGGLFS
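Kinetic red-fluorescence monitoring (525/598 nm) tracks WRN helicase activity after 100 nM fluorophore-quencher forked duplex and 2 mM ATP are added to 20 nM enzyme pretreated 15 min at room temperature with compound.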
HT1080NT lethal: kills 2HG-producing HT-1080-NT fibrosarcoma cells. Potency, µM (doses to about 46.1 µM), for inactives: at the highest dose activity, negative = less viability, usual class: cytotoxic. HT-1080-NT fibrosarcoma viability, CellTiter-Glo ATP luminescence, 48 h. actives 1.6% (n = 360,000);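 further: NT is the 2HG producing partner of a matched IDH1 knockdown line; potency means the concentration at half of the fitted maximal effect; 0% = DMSO-treated cells and -100% = media-only wells without cells; nearly all actives have a fitted effect of over 55% in size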
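Toxicity toward the 2HG-producing NT line was scored as %Activity, normalised to DMSO and no-cell wells, from CellTiter-Glo luminescence after 48 hours' treatment.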
KB-3-1 tox: kills parental KB-3-1 adenocarcinoma cells; actives 1.4% (n = 400,000); KB-3-1 viability, CellTiter-Glo ATP luminescence, 72 h; AID 1347075; Potency, µM (titrated, usually from 46.1 µM), for inactives: at the top dose activity change, negative = cytotoxic, hits mostly cytotoxic; further: potency means the concentration at half of the fitted maximal effect; on the % scale 0 is the no-effect control and ±100 the full control effect; nearly all actives have a fitted effect of over 60% in size
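Screening of KB-3-1 cells (DMEM, 10% FBS, phenol-red free) ran from lowest to highest compound concentration; after 72 h at 37 °C viability was read luminescently and curves fitted.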
KB-V1 MDR tox: kills drug-selected multidrug resistant KB-V1 cells; KB-V1 MDR cells viability, CellTiter-Glo, 72 h; Potency, µM (top dose mostly 46.1 µM), inactives show at the highest dose activity change, negative = cytotoxicity, most hits filed as cytotoxic; actives 3.4% (n = 400,000); AID 1347076; further: potency means the concentration at half of the fitted maximal effect; on the % scale 0 is the no-effect control and ±100 the full control effect; nearly all actives have a fitted effect of over 60% in size
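Drug-selected KB-V1 cells, grown in DMEM lacking phenol red with 10% FBS, receive compound titrations; after three days at 37 degrees C, surviving cell ATP is quantified by CellTiter-Glo luminescence and responses normalized and curve-fitted.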
* hit, by the source's call; u = inconclusive; x = not tested or not shown; [ ] = dose if it differs, or a comment. Unless noted, the call rests on the fitted dose curve; in most records, active means well fitted curve in the direction sought with a large enough effect; inconclusive means small, poorly fitted or top-dose-only effect, or another doubt; inactive means no such curve, though single readings can be large; an effect the other way counts as inactive or inconclusive.

molecule,SW480 rerep,IL1B secr inh,HT1080 IDH1KD tx,MCF10A rerep,ATXN2 expr inh,WRN inhibitor,HT1080NT lethal,KB-3-1 tox,KB-V1 MDR tox
O=c1[nH]c(C2CCCN(S(=O)(=O)c3ccccc3Cl)C2)nc2c1nnn2Cc1ccc2c(c1)OCCO2 (stereo not drawn),-18.6%,u,9.4%,2.5%,x,-14.0%,11.1%,-4.4%,-4.4%
CCN(C[C@H]1N[C@@](CC)(C(=O)OC)[C@H]2C(=O)N(C)C(=O)[C@@H]12)S(=O)(=O)c1ccc(C)cc1,4.2%,-19.4,-1.6%,-2.6%,-6.7%,-0.4%,-1.9%,0.0%,0.0%
COc1ccccc1CNC(=O)COC(=O)C1CCN(S(=O)(=O)c2ccc(C)c(C)c2)CC1,5.8%,-0.5,1.1%,6.9%,-9.8%,5.4%,-0.5%,u,2.1%
O=CN1CCN(C(=S)NC(=O)c2ccc(Cl)cc2)CC1,-4.0%,1.3,-0.1%,-5.3%,1.3%,-2.7%,19.7%,5.2%,-1.3%
CC(=O)N1CCc2cc(S(=O)(=O)NCCC(=O)N3CCN(Cc4ccccc4)CC3)ccc21,2.5%,18.8,-4.6%,25.9%,-0.5%,-8.5%,-24.5%,u,16.4µM*
NC(N)=N/N=C/c1ccc2cccc(OCc3ccccc3)c2n1,-2.2%[9.22 µM],-96.0*,u,u,29.9µM*,9.8%,23.1µM*,16.4µM*,4.6%
Cc1cc(C(=O)NCc2ccco2)cs1,-8.0%,-6.3,0.3%,-9.0%,9.5%,-2.0%,4.9%,1.5%,-2.4%
CCCCCCCCC(=O)NC(NC(=S)N1CCOCC1)C(Cl)(Cl)Cl (stereo not drawn),4.2%,-6.9,11.2µM*,-2.3%,-18.7%,1.1%,u,-25.4%,u
O=C(NNC(=O)C12CC3CC(CC(Cl)(C3)C1)C2)c1csc(N2CCOCC2)n1,-5.0%,-10.9,2.3%,u,1.2%,-6.3%,2.0%,25.0%,-3.0%
CC1=C(C(=O)N(C(C)C)C(C)C)CC(CC(=O)NC2CCCCC2)C(=O)N1CCC1=CCCCC1 (stereo not drawn),x,-14.5,-14.8%,x,-22.1%,-5.3%,-15.7%,-0.9%,-8.0%
O=C(NC(=S)Nc1ccccc1N1CCCC1)c1ccc(-c2cccc([N+](=O)[O-])c2)o1,20.6µM*,u,u,4.2%,-9.8%,-9.0%,u,u,16.4µM*
O=C(CSc1nnc(CNC(=O)c2cccs2)o1)Nc1cccc(F)c1,-4.8%,46.2,19.2%,13.4%,4.9%,2.8%,0.0%,5.2%,14.2%
Cc1ccc(SCC(=O)Nc2ccc(C(=O)Nc3ccc(O)cc3)cc2)cc1,-3.5%,-8.3,-6.1%,-0.5%,-1.1%,-0.1%,-20.1%,-3.4%,8.8%
Cc1ccc(Sc2cc(NCCCO)c([N+](=O)[O-])c3nonc23)cc1,-0.1%,-17.4,4.6%,-0.6%,-11.3%,7.7%,5.0%,-0.4%,10.1%
COc1ccc(/C=N/NC(=O)c2cc(=O)[nH]c3ccccc23)cc1OC,3.3%,-0.9,0.5%,2.9%,3.8%,-2.3%,-13.6%,-1.8%,18.9%
O=C(Nc1ccc(-c2cc3ccccc3oc2=O)c(Cl)c1)c1cccnc1,1.6%,5.3,4.4%[9.24 µM],u,-12.7%,-5.2%[57.1 µM],5.4%,1.1%,-6.8%
O=C(O)COc1ccc(NC(=O)c2ccc3c(c2)C(=O)N(Cc2ccccc2)C3=O)cc1,11.3%,6.1,-0.2%,u,8.8%,u,0.7%,12.8%,2.1%
COc1ccccc1CN1CC(C(=O)NCCn2nc(C)cc2C)CCC1=O (stereo not drawn),-3.1%,0.0,14.4%,0.6%,6.6%,-14.1%,-1.4%,8.4%,0.0%
O=C(CNC1CCCCC1)Nc1ccc([N+](=O)[O-])cc1C(=O)Nc1ccccc1F,19.6%,-13.7,-1.1%,u,-16.5%,-6.8%,-4.0%,-8.4%,-10.0%
CC(/C=C/c1ccccc1)=N/NC(=O)CCC(=O)Nc1ccccc1C,-2.1%,-11.4,0.1%,-3.5%,-11.5%,-7.2%,2.0%,0.7%,-13.1%
Cc1ccc(Cn2c(=N)c(C(=O)NCc3ccco3)cc3c(=O)n4ccccc4nc32)cc1,3.55µM*,-7.6,-6.0%,11.2µM*,-14.8%,-26.9%,-9.5%,u,-15.6%
COc1ccc(N2CSC3=C(C#N)C(c4cccs4)CC(=O)N3C2)cc1 (stereo not drawn),-8.3%,-4.6,-7.1%,0.0%,-9.2%,8.1%,4.9%,-15.2%,8.7%
Cc1nn(CC2CC2)c(=O)n1-c1cccc(Cl)c1,1.2%,8.5,1.4%,9.3%,4.6%,-5.7%,4.5%,12.3%,-0.2%
O=C(CN1C(=O)CSc2ncccc21)N1CCOCC1,1.9%,17.5,0.6%,0.7%,3.0%,-8.6%,-6.1%,4.6%,20.4%
Cc1cc(NC(=O)CN2C(=O)NC(Cc3ccccc3)C2=O)no1 (stereo not drawn),-1.4%,0.2,0.8%,-5.7%,2.7%,10.5%,10.4%,1.1%,21.2%
COc1ccc(C2C3=C(CC(C)(C)CC3=O)N(C)C3=C2C(=O)CC(C)(C)C3)cc1OC,-2.1%,-4.0,-2.6%,-0.1%,-14.2%,-26.7%,8.9%,0.9%,18.5%
Cc1nc(-c2ccccc2)sc1C1(C)CC(c2cccc(F)c2)=NO1 (stereo not drawn),-20.2%,8.2,6.5%,2.5%,3.8%,0.9%,1.6%,12.7%,-9.4%
O=C(CSc1nc2ccccc2[nH]1)Nc1ccc2c(c1)OCCO2,-9.6%,0.8,-3.2%,3.8%,13.6%,-7.3%,-0.7%,0.0%,-10.1%
COc1ccc2[nH]c(=O)c(CN(C)C(=O)c3cccs3)cc2c1,u,-0.6,-8.2%,12.4%,8.8%,-3.0%,-10.6%,-13.9%,-30.4%
COc1ccc(N2CCN(C(=O)COc3ccc4c(C)cc(=O)oc4c3C)CC2)cc1,-4.2%,34.4,1.5%,-0.7%,-0.9%,5.4%,0.0%,1.0%,2.7%

Compounds from the list above that contain a nitro group on carbon, in the order listed:
molecule,SW480 rerep,IL1B secr inh,HT1080 IDH1KD tx,MCF10A rerep,ATXN2 expr inh,WRN inhibitor,HT1080NT lethal,KB-3-1 tox,KB-V1 MDR tox
O=C(NC(=S)Nc1ccccc1N1CCCC1)c1ccc(-c2cccc([N+](=O)[O-])c2)o1,20.6µM*,u,u,4.2%,-9.8%,-9.0%,u,u,16.4µM*
Cc1ccc(Sc2cc(NCCCO)c([N+](=O)[O-])c3nonc23)cc1,-0.1%,-17.4,4.6%,-0.6%,-11.3%,7.7%,5.0%,-0.4%,10.1%
O=C(CNC1CCCCC1)Nc1ccc([N+](=O)[O-])cc1C(=O)Nc1ccccc1F,19.6%,-13.7,-1.1%,u,-16.5%,-6.8%,-4.0%,-8.4%,-10.0%

An excerpt from above with just HT1080NT lethal and KB-3-1 tox:
mol,HT1080NT lethal,KB-3-1 tox
Cc1nc(-c2ccccc2)sc1C1(C)CC(c2cccc(F)c2)=NO1 (stereo not drawn),1.6%,12.7%
O=C(CSc1nc2ccccc2[nH]1)Nc1ccc2c(c1)OCCO2,-0.7%,0.0%

Later entries
molecule,SW480 rerep,IL1B secr inh,HT1080 IDH1KD tx,MCF10A rerep,ATXN2 expr inh,WRN inhibitor,HT1080NT lethal,KB-3-1 tox,KB-V1 MDR tox
O=C(c1ccc(CS(=O)Cc2ccc(Cl)cc2)o1)N1CCN(c2ccccn2)CC1 (stereo not drawn),12.1%,-62.0*,-10.4%,7.3%,-28.0%,-2.2%,-0.9%,-0.7%,u
CC(C)CC(=O)CN1C(=O)C2(OCCO2)c2ccccc21,-6.7%,0.3,11.5%,-4.3%,-7.2%,-1.0%,5.0%,-3.3%,-25.2%
COC(=O)CNC(=O)C1CCCN1C(=O)CNC(=O)OC(C)(C)C (stereo not drawn),0.4%,8.6,1.4%,7.6%,27.0%,-31.1%[57.1 µM],0.5%,7.8%,2.2%
CCC(=O)Nc1nc2ccccc2n1Cc1ccccc1,5.6%,25.3,u,6.4%,-11.7%,2.3%,u,u,0.0%
CCc1ccc(CCC(=O)Nc2sc3c(c2C#N)CCCC3)o1,3.26µM*,32.0,4.47µM*,4.61µM*,0.8%,-9.6%,3.98µM*,u,u
O=C(CN1CCN(Cc2ccc3c(c2)OCO3)CC1)NCC(F)(F)F,-15.2%,5.4,8.0%,-3.1%,5.3%,-8.6%,10.6%,18.7%,11.7%
COc1cc(NC(=O)COC(=O)c2ccc(S(=O)(=O)N3CC(C)CC(C)C3)cc2)c(C)cc1[N+](=O)[O-] (stereo not drawn),-0.8%,25.4,6.5%,7.3%,-26.0%,9.9%,-3.7%,0.1%,0.0%
Cc1ccnn1CCC(=O)N1CCCC(Nc2ccc(C(C)C)cc2)C1 (stereo not drawn),x,32.7,-9.4%,x,x,-7.3%,-0.5%,-16.8%,u
COCCOc1ccc(C(F)(F)F)cc1NC(=O)CN1C(=O)NC(C)(c2ccc3c(c2)OCO3)C1=O (stereo not drawn),u,-12.6,-15.6%,2.2%,-18.1%,1.9%,-0.2%,-2.5%,-2.8%
CCCSc1nc2cc(S(=O)(=O)N3CCOCC3)ccc2n1CC,-4.2%,-12.0,5.4%,7.0%,2.5%,-26.4%,1.1%,3.6%,-22.9%

Compound activity: PubChem BioAssay, National Center for Advancing Translational Sciences (NCATS)
